bCat KO growth: primary screen for growth suppressors in beta-catenin knockout HCT116 cells (colon tumor, human); HCT116 beta-catenin knockout viability, CellTiter-Glo, 60 h; hits give low values; viability, % at 10 µM; hit rate 1.5% among 140,000;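 active = viability at or under a set limit, the compound median less 4 SD, cut at about 6% in these data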;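 also: 0% = Hyamine 1622 control at 20 µM and 100% = untreated cell control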
GALR2 blocker: GALR2 antagonists in receptor-expressing cells, primary screen | Galanin receptor type 2 (Homo sapiens), O43603 | AID 828, 2007 | inhibition, % at 4 µM | antagonist mode | hit rate 0.39% among 140,000; in the data active = inhibition above about 27%;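 also: cells stimulated with galanin 1-16 at roughly its EC80; 0% = agonist challenge control and 100% = basal control without agonist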
Target sequence (O43603 whole entry, looked up): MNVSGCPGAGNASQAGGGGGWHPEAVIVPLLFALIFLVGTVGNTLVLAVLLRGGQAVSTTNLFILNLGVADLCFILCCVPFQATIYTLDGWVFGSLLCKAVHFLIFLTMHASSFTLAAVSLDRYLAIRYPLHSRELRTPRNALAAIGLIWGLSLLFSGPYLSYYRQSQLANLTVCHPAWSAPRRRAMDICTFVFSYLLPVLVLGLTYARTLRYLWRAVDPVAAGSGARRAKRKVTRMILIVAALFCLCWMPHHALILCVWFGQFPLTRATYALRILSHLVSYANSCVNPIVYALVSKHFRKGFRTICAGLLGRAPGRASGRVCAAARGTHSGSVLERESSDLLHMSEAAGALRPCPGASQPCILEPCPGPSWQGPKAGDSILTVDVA
E-sel TNF inh: E-selectin induction blockers in HUVEC – imaging, immunofluorescence, high content, primary screen; hit rate 0.71% among 120,000; inhibition, % at 2 µM; HUVEC TNFa-induced E-selectin immunofluorescence;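 active = inhibition above the batch mean plus 3 SD, and confirmed as a hit on visual image review, cut at about 43% in these data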;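 also: 0% = TNF-stimulated DMSO wells and 100% = unstimulated control wells; not every result past the cut was called active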
PTEN del growth: growth suppression of PTEN-null HCT116, primary screen, cell-based, CellTiter-Glo; viability, % at 10 µM; AID 827, 2007; HCT116 PTEN-null viability, 60 h; hits give low values; hit rate 1.2% among 140,000;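 active = viability at or below a set limit, 4 SD under the median of all tested compounds, cut at about 3.7% in these data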;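 also: PTEN knockout HCT116 line with beta catenin targeted HCT116 as companion control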
MRP1 act: H69AR viability gain despite doxorubicin, primary screen, MRP-1 activator project, H69AR cells, CellTiter-Glo. hit rate 0.61% among 140,000. viability rescue. viability increase, % at 10 µM. AID 799, 2007;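 active = viability gain under doxorubicin at or above a set limit, the compound median plus 3 SD, cut at about 4.7% in these data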;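 also: MRP-1 overexpressing cells given doxorubicin 25 µM after compound pretreatment; 18-22 h compound pretreatment then 72 h with doxorubicin before readout; 0% = doxorubicin-only wells and 100% = vehicle-treated cells without doxorubicin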
Yeast life ext: compounds extending yeast replicative lifespan, primary screen, S. cerevisiae, OD615; AID 775, 2007; inhibition of the nicotinamide effect, % at 10 µM; hit rate 0.68% among 130,000; S. cerevisiae growth with nicotinamide; deaD strain in restrictive glucose medium;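 active = inhibition above a set limit, placed 3 SD over the median of all compounds, cut at about 26% in these data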;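 also: 0% = nicotinamide-treated wells and 100% = cells grown without nicotinamide; some compounds called inactive have numbers as strong as hits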
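Test system: DeaD-strain S. cerevisiae / Buffer or medium: restrictive glucose medium / Also added: nicotinamide 1.5 mM / Doses: one concentration, 10 µM, DMSO 0.25% / Schedule: 48 h at 30 °C / Signal: OD615 measurement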
Yeast growth inh: growth inhibitors of yeast BB579 in restrictive medium, primary screen, yeast lifespan-shortening project, S. cerevisiae; inhibition, % at 10 µM; hit rate 0.51% among 140,000; AID 804, 2007; OD615, 48 h;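 active = inhibition above a set limit, 3 SD over the mean compound inhibition, cut at about 44% in these data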; also: inactives centre near -24
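Test system: DeaD yeast strain BB579 / Buffer or medium: restrictive glucose-based CSMM-D medium / Doses: single 10 µM dose / Schedule: 4 h cell preincubation, 48 h compound exposure, 30 °C humidified / Technique: culture absorbance at 615 nm / Controls: amphotericin B positive control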
NPY Y2 blocker: NPY-Y2 receptor antagonists, primary screen, cell-based; AID 793, 2007; hit rate 0.99% among 140,000; Neuropeptide Y receptor type 2 (Homo sapiens), P49146; NPY-Y2 expressing cells, antagonist mode; inhibition, % at 2.7 µM; in the data active = inhibition above about 17%;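 also: 0% = vehicle with agonist challenge and 100% = reference antagonist with challenge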
Target sequence (P49146 whole entry, looked up): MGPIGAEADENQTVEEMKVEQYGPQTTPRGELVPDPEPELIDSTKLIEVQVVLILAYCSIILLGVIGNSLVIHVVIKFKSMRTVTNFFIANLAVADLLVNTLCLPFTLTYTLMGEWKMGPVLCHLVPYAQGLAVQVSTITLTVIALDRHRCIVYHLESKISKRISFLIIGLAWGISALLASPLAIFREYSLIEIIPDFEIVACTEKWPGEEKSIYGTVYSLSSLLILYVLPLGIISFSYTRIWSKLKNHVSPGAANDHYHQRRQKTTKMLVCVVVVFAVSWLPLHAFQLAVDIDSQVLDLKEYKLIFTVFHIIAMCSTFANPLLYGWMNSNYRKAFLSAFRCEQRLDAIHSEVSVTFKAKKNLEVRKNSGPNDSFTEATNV
Measles CPE: compounds protecting cells from measles virus cytopathic effect, primary screen, measles RdRp inhibitor project, single point, MLSMR library, absorbance | Measles virus-infected cells, CPE protection | protection (pct of control), % at 4 µM | hit rate 1.5% among 140,000; in the data active = protection mostly above about 24%, no sharp cut-off; inactive = mostly below about 26%; also: some compounds called inactive have numbers as strong as hits
Phagocytosis inh: inhibitors of macrophage phagocytosis, primary screen, imaging, J774A.1 cells, IgG beads | inhibition, % at 5 µM | hit rate 0.07% among 110,000 | AID 1029, 2008 | J774A.1 macrophage IgG-bead phagocytosis;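 active = inhibition above the mean of the plate negative controls plus 5 SD, cut at about 13% in these data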;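 also: phagocytic index as fraction of beads internalized from green versus red external bead signal; plate controls were DMSO negative control for no effect and cytochalasin-D positive control for full effect; some results beyond the cut were filed as inactive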
* marks the source's active call; other numbers are inactive results; / = not tested or not shown.

SMILES	bCat KO growth	GALR2 blocker	E-sel TNF inh	PTEN del growth	MRP1 act	Yeast life ext	Yeast growth inh	NPY Y2 blocker	Measles CPE	Phagocytosis inh
Cc1cccc(NC(=O)/C=C/c2ccc3c(c2)OCO3)n1	75.0	-3.5	-22.6	67.5	0.5	-5.2	-23.0	3.7	46.6*	/
CCCCCCn1c(NCC)nc2c1c(=O)[nH]c(=O)n2C	84.0	3.7	-10.1	92.2	-1.7	10.6	-32.0	2.7	4.1	-0.3
CCCSC1=N/C(=C/c2ccsc2)C(=O)N1c1ccccc1	69.5	-8.3	-4.0	67.7	-2.0	-0.7	-26.3	1.5	4.7	-10.0
Cc1ccc(C2N(c3ccc(Cl)c(Cl)c3)C(=O)C3CCCN32)o1 (stereo not given)	93.0	-7.2	-6.5	91.1	-1.5	-7.1	-67.7	0.6	8.1	-0.5
Cc1oc(=O)c(NC(=O)c2ccc(Cl)cc2)cc1C(=O)c1ccccc1	104.7	-7.2	9.3	94.4	-1.3	8.8	-61.9	-0.3	0.9	/
Cc1ccccc1S(=O)(=O)Nc1nc2ccccc2nc1NCCO	103.0	-9.4	26.8	112.9	-0.5	3.0	-83.5	2.3	35.2	-0.7
CC1(C)NC(=O)N(CC(O)COc2ccc(-c3ccc(C#N)cc3)cc2)C1=O (stereo not given)	97.9	0.6	-9.3	87.3	-1.6	-16.6	-16.1	-0.9	15.0	/
CC1Cc2ccccc2N1C(=O)c1cc2sccc2n1Cc1ccc(F)cc1 (stereo not given)	64.9	-9.3	-14.1	64.8	-2.2	/	-54.5	10.7	5.2	/
CS(=O)(=O)N(CC(=O)Nc1ccc(CC#N)cc1)c1ccc(C23CC4CC(CC(C4)C2)C3)cc1	12.6	-6.8	-52.5	9.9	-4.9	-2.2	-16.0	-2.3	10.6	1.1
CCc1ccc(N2C(=O)C3C4CCC(C4=C(C)C)C3C2=O)cc1 (stereo not given)	95.7	17.6	/	90.9	-0.3	10.4	-27.2	1.7	8.3	1.7
CCCCNC(=O)c1onc(CSc2cc(C)ccc2C)c1C(=O)O	93.2	-8.5	2.7	91.0	-0.7	3.8	-32.9	20.6*	7.7	-3.5
CCOCCn1c(SC)nc2c1c(=O)[nH]c(=O)n2C	100.5	4.3	8.2	108.0	0.2	-11.8	-25.0	-1.0	8.7	0.0
Cc1cc(Cl)c(S(=O)(=O)N2CCSCC2)cc1OCC(N)=O	100.9	4.8	18.0	100.6	-1.3	-0.5	-30.6	-1.5	1.0	0.1
O=C(NCCc1ccccc1)c1cnc2sccn2c1=O	103.9	11.1	-21.8	103.1	0.0	-6.8	-45.2	2.3	13.4	/
CCOC(=O)C1=C(C)N=C2SC(C(=O)OC)=CC(=O)N2C1c1ccc(F)cc1 (stereo not given)	95.7	7.3	-10.5	81.5	-4.7	-9.0	-22.2	-0.9	24.1	/
CC(C)C(=O)Nc1ccc(NC(=O)c2cccnc2)cn1	98.1	8.5	29.2	102.0	0.5	-13.1	-15.1	0.8	49.9	/
O=C(COC(=O)Cc1ccsc1)NCC1CCCCC1	86.8	17.2	-32.0	100.5	-0.1	-9.1	-41.5	0.6	19.5	0.0
Cc1cc(=O)oc(C)c1C(=O)OCC(=O)c1ccc(Cl)c(Cl)c1	90.7	-18.3	-1.1	99.1	0.1	-8.9	13.9	5.3	20.6	-0.1
O=C(CN(c1ccc(Cl)c(Cl)c1)S(=O)(=O)c1ccccc1)N1CCc2ccccc2C1	81.0	7.1	-28.9	76.4	-0.1	-5.2	-25.8	10.0	4.8	/
COCCCNCCOCCOc1ccc(Cl)cc1C(C)(C)C	0.9*	-20.5	-5.7	1.1*	-5.0	0.2	-0.7	4.7	6.1	-1.4
O=C1c2ccccc2C(=O)N1c1ccc(Cl)cn1	98.0	-0.6	-4.4	102.9	-0.6	2.3	-74.5	-3.9	7.4	-1.7
CC(C)c1ccc(OC(=O)NCCO)cc1	103.3	-20.9	/	104.4	0.9	-8.8	-25.0	1.1	7.8	-2.3
CC(=O)N1CCCc2cc(S(=O)(=O)NC(C(=O)NC3CCCCC3)C(C)C)ccc21 (stereo not given)	91.3	-13.3	1.9	85.4	-1.9	2.1	-33.9	5.3	6.7	-1.1
CCOC(=O)C1=C2c3cc(OC)c(OC)cc3CC(C)(C)N2C(=O)C1=O	107.7	-3.9	23.8	98.3	-0.6	3.2	-43.0	2.7	5.1	-14.7
CCCS(=O)(=O)N1CCN(C(=O)COc2ccc(OC)cc2)CC1	97.6	0.0	-1.4	100.8	-0.9	-2.0	-13.3	0.9	2.7	2.4
CC(C)CCNC(=O)c1cc(-c2ccncc2)nc2ccc(S(=O)(=O)N3CCOCC3)cc12	41.0	-4.3	-10.8	41.0	-4.3	-4.1	-34.8	3.0	6.0	3.5
CN(CC(=O)N1CCN(C2CCCCC2)CC1)S(=O)(=O)c1cccc2nsnc12	93.7	-6.0	-19.2	97.9	-0.7	-7.8	-23.4	-0.5	3.8	2.5
Cc1ccc(C(=O)N(CC(=O)NC2CCCCC2)c2ccccc2C)s1	85.0	1.6	-17.6	88.1	-2.3	-14.0	-34.9	-2.0	3.6	/
O=C(COC(=O)c1cc(C(F)(F)F)cc(C(F)(F)F)c1)NCc1ccc(Cl)cc1	83.4	1.9	3.2	99.2	-1.1	10.2	-37.3	7.4	21.2	1.8
Cc1cccc(NC(=O)c2sc3nc(-c4ccccc4)cn3c2C)n1	67.7	5.8	-15.6	74.9	-0.8	-22.3	-4.5	8.2	6.0	-0.5
Nc1ccc(S(=O)(=O)NNC(=O)C(=O)NNc2ccccn2)cc1	96.6	3.8	-18.5	97.7	-2.1	-3.9	25.8	-0.4	17.5	-0.2
CC(=O)c1c(C)[nH]c(C(=O)OCC(=O)NCCc2ccc(Cl)cc2)c1C	49.2	1.8	1.1	48.1	-0.4	-0.3	5.2	1.7	2.9	-0.7
COc1cc(/C=C2\SC(=S)N(CC(=O)Nc3cccnc3)C2=O)cc(OC)c1OC	87.4	-5.5	/	93.1	-0.2	8.8	-47.8	2.8	10.8	-6.0
Cc1c(NC(=O)COC(=O)C(c2ccc(Cl)cc2)C(C)C)c(=O)n(-c2ccccc2)n1C (stereo not given)	59.5	-14.3	/	73.7	-4.0	-11.9	-16.8	-0.4	4.0	0.7
CCOc1cc(C(=O)N/N=C(\C)Cc2ccc(OC)cc2)cc(OCC)c1OCC	91.0	-2.7	/	99.7	-0.6	2.9	-31.5	0.1	17.8	-7.9
Cc1nc2ccc(NC(=O)c3ccc([N+](=O)[O-])cc3)cc2s1	96.8	7.5	5.0	93.6	-3.7	-6.8	-12.7	0.4	3.2	-5.1
CCOc1nc(SCCOc2ccc(Cl)cc2Cl)nc(N(C)C)n1	66.1	-4.7	-1.8	82.8	-0.3	0.2	-33.8	19.8*	7.1	-3.2
C=CCn1c(SCC(=O)Nc2sccc2C(N)=O)nc2sc(C)c(C)c2c1=O	95.5	-5.3	-24.9	72.7	-3.0	-11.8	-18.8	-1.1	5.6	/
COc1ccc(Cl)cc1-c1nc(-c2ccc(Br)o2)no1	51.8	7.0	/	59.9	-1.8	-7.7	-89.1	1.0	8.5	-0.2
O=C(c1cccc(F)c1)N1CCN(C(=O)C2CC2)CC1	94.0	2.3	12.6	96.4	-0.9	6.8	6.8	-1.5	1.4	-0.2

Only Yeast growth inh, for some of the entries so far:
SMILES,Yeast growth inh
Cc1nc2ccc(NC(=O)c3ccc([N+](=O)[O-])cc3)cc2s1,-12.7
CCOc1nc(SCCOc2ccc(Cl)cc2Cl)nc(N(C)C)n1,-33.8

(further entries)
SMILES	bCat KO growth	GALR2 blocker	E-sel TNF inh	PTEN del growth	MRP1 act	Yeast life ext	Yeast growth inh	NPY Y2 blocker	Measles CPE	Phagocytosis inh
COc1ccccc1C(=O)Nc1cc2cc(Br)ccc2oc1=O	57.9	12.8	14.8	75.3	-1.3	/	-13.5	-1.5	11.9	/
Cc1cc(CCN2CCC(=O)NC2=S)ccc1OC(C)C	93.2	3.1	20.6	92.3	-0.4	-0.7	-29.1	6.9	11.2	-1.5
O=c1c2c(-c3ccccc3)csc2nc2n1CCC2	80.9	-10.0	4.2	83.4	-1.2	-16.5	-14.7	3.7	2.9	/
COc1cccc(C2NC(CCSC)(C(=O)O)C3C(=O)N(C(C)C)C(=O)C23)c1O (stereo not given)	98.2	1.9	/	109.8	0.1	-13.0	-28.4	-0.3	17.2	-0.5
CCOc1ccc(Br)cc1/C=N/O	91.7	-11.2	5.7	94.2	-3.8	-8.3	-36.4	1.3	26.9	-1.9
COc1ccccc1OC(C)C(=O)Nc1nc(-c2ccc(S(=O)(=O)N3CCOCC3)cc2)cs1 (stereo not given)	87.9	1.3	-20.6	83.5	-1.7	0.0	-20.4	1.2	4.3	-0.2
Cc1cnc(C(=O)OCC(=O)NC(=O)NC(C)C)cn1	95.2	-0.4	/	93.5	-1.2	-0.2	-19.2	1.9	16.0	-3.7
S=c1[nH]nc(-c2ccc3ccccc3n2)n1Cc1ccccc1	92.3	15.8	/	89.6	-2.4	3.4	-38.4	11.0	2.9	-0.7
CC(=C/c1ccc(C(C)C)cc1)/C=N/NC(=O)c1ccncc1	95.2	1.8	5.3	90.4	0.1	-2.2	-19.9	0.2	7.8	-6.7
Cc1ccc(S(=O)(=O)N2CCC(=O)N(C(COCc3ccc(Cl)cc3)Cc3ccccc3)CC2)cc1 (stereo not given)	70.3	-7.8	-21.1	75.3	-3.8	5.3	-37.4	6.2	2.6	/
CCCCn1c(CN2CCN(C(=O)OCC)CC2)nc2c1c(=O)n(C)c(=O)n2C	87.0	11.8	-2.9	83.8	-2.4	-8.6	-22.0	9.8	9.9	0.3
O=CNC1CCCc2c1[nH]c1ccc(Cl)cc21 (stereo not given)	64.3	-6.6	-28.4	68.3	-3.0	-27.4	-7.3	-1.1	1.6	-0.2
COCCOC(=O)C1=C(C)NC2=C(C(=O)CCC2)C1c1ccc2c(c1)OCO2 (stereo not given)	104.5	-9.9	/	97.2	-1.7	-17.2	-42.0	-0.2	34.7	0.2
CCN1CCN(C(c2cccs2)C(C)NS(=O)(=O)c2ccc(Br)cc2)CC1 (stereo not given)	57.6	-5.5	/	56.7	-4.3	-10.6	-8.9	4.6	3.0	1.9
CCOc1cccc(C(=O)Nc2cccnc2)c1	93.9	2.0	/	101.5	1.0	-14.5	-27.5	-1.4	18.0	1.8
COc1ccc(/C=N/n2cnnc2SCc2ccc(OC)cc2)cc1	100.6	-1.4	-35.8	106.3	3.3	-13.8	-2.8	3.6	20.5	-1.1

Bioassay records (PubChem BioAssay)
